Screening data from PubChem BioAssay.
SR-BI DiI inh – blocks mouse SR-BI lipid uptake from DiI-HDL. Q61009. ldlA[mSR-BI] CHO cells, DiI-HDL uptake fluorescence, 3 h. inhibition, % at 12.5 µM. 0.96% of 320,000 active;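 active = mean replicate inhibition of at least 70% and a set share of replicates each scoring 70 or more; inconclusive = meets just one of the two criteria; inactive = fails both criteria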;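 note: 0% = median of neutral control wells and 100% = median of positive control wells; values of inactives mirror those of a sister screen read the other way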
Target sequence (Q61009 whole entry, looked up): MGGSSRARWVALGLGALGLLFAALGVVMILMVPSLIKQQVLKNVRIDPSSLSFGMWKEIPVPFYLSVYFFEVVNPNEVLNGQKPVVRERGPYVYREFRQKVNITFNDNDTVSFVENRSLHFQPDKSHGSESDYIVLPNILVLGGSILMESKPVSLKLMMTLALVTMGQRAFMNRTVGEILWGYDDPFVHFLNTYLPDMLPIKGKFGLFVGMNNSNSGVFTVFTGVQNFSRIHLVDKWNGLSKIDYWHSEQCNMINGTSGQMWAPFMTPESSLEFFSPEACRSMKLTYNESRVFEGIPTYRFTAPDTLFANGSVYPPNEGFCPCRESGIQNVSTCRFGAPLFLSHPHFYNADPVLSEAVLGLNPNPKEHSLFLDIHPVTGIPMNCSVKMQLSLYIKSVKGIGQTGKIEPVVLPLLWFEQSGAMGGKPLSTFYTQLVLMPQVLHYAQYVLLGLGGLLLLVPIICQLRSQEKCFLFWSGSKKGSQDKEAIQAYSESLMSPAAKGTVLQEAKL
AddAB inh – less growth of phage-infected E. coli with AddAB; E. coli expressing H. pylori AddAB, absorbance growth; inhibition, % at 11.9 µM; 0.29% of 330,000 active; AID 435030; in the data active = inhibition above about 12%;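 note: 0% = vehicle wells of infected cells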
phage Ecoli inh – E. coli growth loss with phage present; 0.26% of 360,000 active; inhibition, % at 11.9 µM; AID 651602; growth absorbance; in the data active = inhibition above about 11%
Wnt bcat act – activators of Wnt/beta-catenin signaling; 1.2% of 300,000 active; AID 743398; activation, % at 9.35 µM; Wnt/beta-catenin reporter cell assay, activator, plate reader; in the data active = activation above about 30%, passing the limit was not always enough; inconclusive = no clear call, values can overlap the other calls;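 note: 0% = neutral control wells and 100% = positive control wells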
CAL PDZ FP-1 – CAL PDZ (human) peptide binding inhibition | purified CAL PDZ, TMR-peptide fluorescence polarization, 1 h | AID 602252 | 0.92% of 300,000 active | inhibition, % at 24.9 µM | Q9HD26;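 active = mean inhibition of at least 30% with at least half of replicates also reaching 30%; inconclusive = no clear call, values can overlap the other calls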;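 note: 0% = DMSO neutral control and 100% = excess unlabeled competitor peptide PRC23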
SR-BI DiI-HDL act – activators of SR-BI mediated HDL lipid uptake | activation, % at 12.5 µM | CHO ldlA[mSR-BI] cells, DiI-HDL uptake fluorescence, 3 h; 100 = double the neutral-control signal | 0.096% of 320,000 active;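 active = mean replicate activation of at least 60% and every replicate at or above 60%; inconclusive = mean or all-replicate condition met, but not both; inactive = mean below 60% and not all replicates reaching 60%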;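 note: 0% = median plate neutral-control signal and 100% = twice that signal; values of inactives mirror those of a sister screen read the other way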
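Assay system: LDL receptor-deficient CHO ldlA cells overexpressing murine SR-BI / Medium: BSA-supplemented, HEPES-buffered Ham's F12, pH 7.4 / Probe or stimulus: DiI-labelled HDL at 10 µg/mL final / Timing: compound with DiI-HDL co-incubation, 3 h at 37 °C / Technique: bottom-read cell fluorescence after medium removal, ex 550/em 595 nm / Measure: HDL uptake via cellular fluorescence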
Ecoli viability – bacterial growth inhibition, counter-screen for AddAB inhibitors | E. coli V3065 growth, OD600 absorbance, 18 h | inhibition, % at 11.9 µM | 0.27% of 330,000 active | AID 449728;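 active = inhibition above the campaign's mean inhibition across all tested compounds plus 3 SD, cut at about 9.9% in these data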;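 note: uninfected addAB+ strain grown without phage in ampicillin broth; 0% = DMSO wells and 100% = ciprofloxacin 0.95 µg/ml wells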
MITF act – MITF TRPM1 promoter activation in melanoma cells. activation, % at 12.5 µM. SK-MEL-5 TRPM1-promoter luciferase, 24 h; % of positive control, neutral wells = 0. 0.75% of 300,000 active. AID 588334;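 active = mean activation of at least 80% with every replicate also reaching 80%; inconclusive = mean reaches 80% but some replicate falls short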;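 note: 0% = neutral control wells and 100% = parthenolide positive control wells; values of inactives mirror those of a sister screen read the other way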
Tat export inh – E. coli Tat transport inhibition. E. coli MC4100 TorA-mCherry Tat export, fluorescence. inhibition, % at 10 µM. 0.036% of 340,000 active. AID 488895;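 active = mean replicate inhibition at least 50% and at least half of replicates individually reaching 50%; inconclusive = only one of the two criteria met; inactive = neither criterion met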;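 note: exported cargo escapes ClpAP degradation while cytoplasmic cargo is degraded and loses fluorescence; 0% = median of neutral control wells and 100% = median of NaSCN control wells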
CAL PDZ FP-2 – inhibitors of human CAL PDZ peptide binding; 0.02% of 330,000 active; purified CAL PDZ, TMR-peptide fluorescence polarization, 1 h; AID 504414; Q9HD26; inhibition, % at 20 µM;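 active = highest replicate inhibition of at least 40%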;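 note: plate controls were DMSO neutral control wells for no effect and unlabeled competitor peptide control wells for full effect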
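Material: tagged CAL PDZ domain; buffer or medium: 25 mM sodium phosphate pH 7.4, 150 mM NaCl, TCEP, IgG, Thesit; compound dosing: single point, 20 µM; schedule: 1 h incubation at room temperature before polarization reading; measured by: FP readout, S and P plane fluorescence; read-out basis: percent inhibition from loss of millipolarization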
* marks the source's active call; other numbers are inactive results; ? = inconclusive; . = no result given. This is a random part of the collection. About 3.6% of those tested had a hit in this group.

SMILES	SR-BI DiI inh	AddAB inh	phage Ecoli inh	Wnt bcat act	CAL PDZ FP-1	SR-BI DiI-HDL act	Ecoli viability	MITF act	Tat export inh	CAL PDZ FP-2
COc1ccc2cc3cc(C(=O)N4CCCCCC4)oc3nc2c1	2	2.1	.	.	-3	-2	0.1	15	4	-5.9
COc1ccc(CNC(=O)CCC(=O)N2CC(C)Oc3ccccc32)cc1 (centres undefined)	7	1.0	3.0	-22	-4	-7	-0.1	.	-20	0.4
COc1ccc(C(=O)Nc2cnc3sc(C)nn3c2=O)cc1	14	-0.5	-0.6	10	-3	-14	-2.3	8	1	-0.9
O=c1n(-c2ccccc2)c(=O)n(Cc2ccccn2)n1Cc1ccccn1	0	1.9	3.3	.	.	0	0.6	13	7	-1.4
CCOC(=O)CSc1nc(N)cc(=O)[nH]1	-41	1.5	0.8	.	-4	41	-0.3	-4	2	0.0
CC(Nc1cc(=O)n(C)c(=O)[nH]1)c1ccccc1 (centres undefined)	1	-0.1	2.4	.	.	-1	-1.6	.	-1	1.3
COc1ccc(NC(=O)N2CCC(C(=O)c3ccc4c(c3)OCCO4)CC2)cc1	66	2.9	-1.1	-4	13	-66	0.1	13	22	-1.4
O=C1C[C@@H]2c3c(cccc3CN1Cc1ccc(Br)cc1)C[C@@H](O)[C@H]2O	-20	.	2.1	2	1	20	.	-6	0	-0.7
CC(=O)c1cccc(NC(=O)Nc2cccs2)c1	20	1.8	2.5	.	4	-20	3.2	35	-21	.
COc1ccccc1NC(=O)C1CCCN(C(=O)Nc2ccc(F)cc2)C1 (centres undefined)	22	3.0	5.4	2	0	-22	-0.4	-10	-4	-2.5
COCCn1c(=S)[nH]c2cc(C(=O)NCCc3ccccc3)ccc2c1=O	4	0.9	-0.9	2	-1	-4	0.9	15	4	-3.5
COc1cccc(-c2cccc(NC(=O)C3CCN(Cc4cccc(C)n4)CC3)c2)c1	-1	-1.6	-0.5	3	-5	1	0.5	-3	1	-1.2
CC(C)(C)C1CCc2nc(NC(=O)Cc3cn4ccsc4n3)sc2C1 (centres undefined)	12	-0.4	-0.9	.	-1	-12	0.8	16	9	-1.3
CC1CCN(C(=O)c2cccc(S(=O)(=O)N3CCCc4ccccc43)c2)CC1	20	1.5	0.3	-2	.	-20	3.6	-5	1	-0.6
CCCCc1ncc(CN2CCN(Cc3ccc(C)cc3)C(CCO)C2)[nH]1 (centres undefined)	.	-2.0	0.2	1	-3	.	-2.0	-6	-5	0.3
COc1cc(-c2nc3oc4ccccc4c(=O)c3c(=O)n2Cc2ccco2)cc(OC)c1OC	7	-2.1	0.5	-4	-4	-7	-0.5	.	-3	.
Fc1ccccc1-n1[nH]nnc1=S	-22	3.1	3.9	.	-2	22	0.2	2	13	-1.1
COc1ccccc1-c1nn(-c2ccccc2)cc1C(=O)NCC(c1ccco1)N1CCCC1 (centres undefined)	-15	1.6	-1.5	1	-1	15	-1.2	-1	-2	-1.8
COc1cccc(C(=O)OCn2nnc3ccccc3c2=O)c1	-36	0.3	3.7	0	-4	36	0.7	-9	-10	-4.0
C/C(=N\NC(=S)Nc1ccc(F)cc1)C1CC1	23	0.9	3.1	3	-7	-23	0.4	0	-6	-1.9
CCOC(=O)c1c(NC(=O)c2cc(CC(C)C)on2)sc(C(C)=O)c1C	-6	-1.6	2.4	-2	6	6	-4.4	16	-1	0.5
CN(C)c1ccc(/C=N/NC(=O)CCc2nc3ccccc3[nH]2)cc1	-24	4.6	2.4	2	-2	24	-0.5	2	6	-1.9
COc1cccc(C(=O)N2CCC(N3CC(C)OC(C)C3)CC2)c1 (centres undefined)	-13	5.3	0.4	-14	-1	13	0.7	9	-2	0.2
Cc1ccccc1-n1nc(C)c2cc(C(=O)N3CCN(S(=O)(=O)c4ccc(Cl)cc4)CC3)sc21	48	2.8	1.8	.	-2	-48	3.9	-16	2	-0.6
CCCCn1c(=O)c2ccccc2n2c(=S)[nH]nc12	.	2.7	0.5	-3	.	.	0.3	-2	2	-0.4
Cc1c(O)c2ccccc2oc1=O	.	-0.7	-0.5	-2	.	.	-1.5	2	-5	-1.1
COc1ccc(C2N=C(Nc3ccc(C)cc3)Nc3nc(C)cc(=O)n32)cc1 (centres undefined)	-14	1.8	4.4	-2	-3	14	-0.2	.	-4	-3.7
Cc1cccc(NC(=O)CC2Nc3cccc4cccc(c34)NC2=O)c1 (centres undefined)	?	1.7	-0.7	0	-4	-71	1.1	-16	2	-2.3
O=C(c1ccco1)N1CCCC(c2nc3c(nnn3Cc3ccccc3)c(=O)[nH]2)C1 (centres undefined)	-29	2.4	1.5	-1	-2	29	-0.8	2	5	-2.6
CCOC(=O)Cn1nnnc1C(CC)N(Cc1cccs1)Cc1cc2ccc(OC)cc2[nH]c1=O (centres undefined)	.	-0.8	0.6	.	-4	.	1.2	16	2	-1.0
O=C(CCCC(=O)Nc1ccccc1Br)N/N=C/c1c(F)cccc1Cl	-5	5.1	5.1	-3	-5	5	-1.3	7	-13	0.3
COC(=O)[C@@H]1C2CCC(C(=O)Nc3ccccc3)(CC2)[C@@H]1C(=O)OC	8	1.6	-0.1	0	3	-8	0.7	1	0	-0.6
O=C(NC1=NCCS1)C1CC(=O)N(c2ccccc2)C1 (centres undefined)	7	-0.9	2.6	-1	0	-7	-0.7	-15	-5	-2.1
Cc1nc2ccc(NC(=O)c3ccc(Br)o3)cc2s1	23	5.1	1.9	14	1	-23	0.3	64	3	-2.1
COc1ccc(/C=C2\SC(=S)N(NC(=O)c3csc4c3CCCC4)C2=O)cc1	.	0.5	1.0	.	3	.	-1.0	-7	12	-1.4
CCOC(=O)C(CCc1ccccn1)c1ccccc1 (centres undefined)	-9	.	1.3	0	0	9	.	21	-1	-0.3
CC1(C)Cc2c(cnn2-c2ccccc2)C(=O)/C1=N\NC(=O)c1ccccc1	45	-0.3	-1.4	.	-2	-45	-1.5	27	3	0.4
CC(C)(C)N(Cc1ccccc1)C(=O)c1ccc2c(c1)OCCO2	18	4.5	-0.8	-2	-2	-18	-0.1	-2	-6	0.1
CC1=C(C(=O)O)N2C(=O)C(NC(=O)c3ccccc3Cl)C2SC1 (centres undefined)	-9	1.0	3.1	2	6	9	-0.3	7	-5	-0.8
c1cc(CSc2nnc(-c3ccc4c(c3)OCO4)o2)ccn1	-6	-1.3	3.2	26	-2	6	-1.7	.	-12	.
Cc1cccc(C(=O)NNC(=O)c2ccccc2-n2cccc2)c1	-24	1.2	4.3	-2	.	24	1.2	4	-7	-0.5
CN1CCC(=NNC(=O)C(=O)Nc2ccccc2F)CC1	-5	-1.7	1.8	-2	-3	5	-2.8	9	-10	-0.1
COc1ccc2[nH]c(=O)c(CN(C(=O)c3cccnc3)c3cc(C)ccc3C)cc2c1	.	1.0	1.1	3	-3	.	2.3	5	1	-2.7
CCOC(=O)C1CCN(C(=O)COc2ccc(Br)cc2C)CC1	-5	2.3	1.9	0	-3	5	1.7	-5	-1	-0.6
COc1ccccc1C(=O)CN1C(=O)NC2(CCc3ccccc32)C1=O (centres undefined)	-5	-1.9	4.0	-2	-5	5	-1.1	2	2	-2.3
O=C(CN1CCN(c2ccc(O)cc2)CC1)Nc1ccc2c(c1)OCCO2	13	0.1	1.5	0	2	-13	-0.8	-3	?	-1.5
CC1CCN(CCCNC(=O)C2CCN(S(=O)(=O)N3CCCCC3)CC2)CC1	-16	1.1	0.8	-2	1	16	1.8	4	0	-0.4
Cc1ccc(C(C)C)c(OCC(=O)NNCC(=O)Nc2cccc(F)c2)c1	28	0.2	3.5	-3	-1	-28	1.5	2	10	-1.1
O=C(c1cccc(Cl)c1)N1CCN(C(=O)c2ccccc2F)CC1	-9	1.1	-2.6	.	-5	9	1.4	2	-1	0.0
S=C(Nc1ccc(CN2CCCCC2)cc1)Nc1cccc(Cl)c1Cl	-5	0.5	-0.4	1	0	5	0.2	5	-9	-2.7
Cn1c(/C=C/c2ccc(Br)cc2)c([N+](=O)[O-])c(=O)n(C)c1=O	-1	-1.5	-0.7	-4	-4	1	-0.6	-32	3	-0.5
COc1ccc(-c2csc(NC(C)c3nc4cc(Cl)c(N5CCCCC5)cc4n3CCOCCO)n2)cc1 (centres undefined)	55	1.9	3.8	2	3	-55	-2.9	10	-51	0.4
CCOc1cc(C=O)ccc1OCCn1c([N+](=O)[O-])cnc1C	-10	0.0	-2.2	0	-1	10	1.3	2	-7	-1.9
C=CCNC(=O)CN(c1ccc(F)cc1)S(=O)(=O)c1ccc(OC)cc1	-13	1.7	4.7	.	.	13	1.6	3	-8	0.4
CC(C)(C)OC(=O)NCCCCCNC(=O)c1[nH]cnc1C(=O)Nc1ccon1	-10	2.0	3.6	-2	-4	10	-1.1	15	-8	-0.5
O=C(CCC1CCCC1)N[C@@H](Cc1ccc(O)cc1)C(=O)O	-17	-2.9	-0.2	1	1	17	-0.6	1	-7	-0.5
CCc1c(O)nc(SCC(=O)N2CCCCC2)n(-c2ccccc2C)c1=O	-23	2.1	.	-1	.	23	-1.7	3	-8	-0.2
COc1ccc(F)cc1C(=O)C1CCCN(Cc2ccc(Sc3nncn3C)o2)C1 (centres undefined)	3	-0.1	3.6	-4	2	-3	-0.9	-12	1	-1.2
COc1ccc(O)c(CN2CCC(n3nccc3NC(=O)CCOc3ccccc3)CC2)c1	7	0.6	1.0	-2	-2	-7	0.5	7	1	-2.4
COc1cc(C(C(=O)NC(C)(C)C)N(C(=O)CNC(=O)c2cccs2)c2ccc(C(C)C)cc2)cc(OC)c1OC (centres undefined)	-15	.	-0.2	.	-3	15	.	-17	3	0.9

The results go on.
SMILES	SR-BI DiI inh	AddAB inh	phage Ecoli inh	Wnt bcat act	CAL PDZ FP-1	SR-BI DiI-HDL act	Ecoli viability	MITF act	Tat export inh	CAL PDZ FP-2
CC(C)Cn1c(SCC(=O)NCCCN2CCCC2=O)nc2ccccc21	-5	-0.1	-1.9	0	-1	5	2.0	-8	-8	-3.3
O=C(COC(=O)CC1c2ccccc2CCN1S(=O)(=O)c1ccc(F)cc1)Nc1ccccc1 (centres undefined)	-6	0.7	4.0	.	-1	6	0.8	2	9	-1.1
COCCN(CCOC)C(=O)c1ccc(CSc2nc3ccccc3s2)cc1	24	2.0	1.3	6	-3	-24	-0.3	6	-2	-2.4
O=C(CSc1nnc(Cc2ccc3c(c2)OCO3)n1C1CCCCC1)NC1CCCC1	6	1.7	-1.9	-5	.	-6	0.6	.	15	-0.8
